SSB-PriA inh – inhibitors of Klebsiella pneumoniae PriA binding to SSB C-terminal tail | AlphaScreen SSBct-PriA binding, biotinylated peptide | inhibition, % at 33 µM | 430,000 tested, 0.6% active | AID 1272365; in the data active = inhibition mostly above about 37%, no sharp cut-off; inactive = mostly below about 20%;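 note: plate controls were negative control peptide for no effect and reference peptide for full effect; strong numbers were not always called active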
VHR inh abs – DUSP3 (human) phosphatase inhibition. P51452. recombinant VHR phosphatase, pNPP absorbance. inhibition, % at 13.3 µM. 290,000 tested, 0.52% active; in the data active = inhibition above about 50%; note: some compounds called inactive have numbers as strong as hits
Target sequence (P51452 whole entry, looked up): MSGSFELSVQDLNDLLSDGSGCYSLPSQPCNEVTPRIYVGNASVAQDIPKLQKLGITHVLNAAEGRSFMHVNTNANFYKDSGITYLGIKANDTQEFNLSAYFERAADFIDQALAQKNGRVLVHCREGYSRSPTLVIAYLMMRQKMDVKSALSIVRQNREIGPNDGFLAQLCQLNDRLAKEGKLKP
BH1578 lux ind – induces V. cholerae light production without autoinducers; V. cholerae BH1578 lux reporter, luminescence, 6 h; activation, % at 18.7 µM; 350,000 tested, 0.16% active; AID 588436; in the data active = activation mostly above about 9.7%, no sharp cut-off; note: not every result past the cut was called active; inactives centre near 0; reference of the scale not given here
TcdB GH inh – TcdB glycohydrolase inhibition; P18177; TcdB glycohydrolase enzymatic assay, plate reader; inhibition, % at 9.99 µM; 350,000 tested, 0.24% active; in the data active = inhibition above about 10%
MazF activator – increases E. coli MazEF RNase cleavage of RNA; P0AE70; FAM/BHQ RNA-DNA oligo cleavage fluorescence, 5 h; activation, % at 20 µM; 350,000 tested, 0.32% active; in the data active = activation above about 50%
Target sequence (P0AE70 whole entry, looked up): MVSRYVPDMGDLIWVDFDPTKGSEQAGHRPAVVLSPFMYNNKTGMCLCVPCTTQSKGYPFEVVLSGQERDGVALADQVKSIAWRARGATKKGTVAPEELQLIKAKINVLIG
PrPC TRFRET – reduces human prion protein on the cell surface; P04156; cell surface PrPC, TR-FRET read-out; inhibition, % at 13.8 µM; 370,000 tested, 0.43% active; in the data active = inhibition above about 24%; note: 0% = median of the test wells and 100% = reference compound wells
SARS 3CLpro inh – SARS-CoV 3CLpro protease inhibition | P0C6X7 | recombinant SARS-CoV 3CLpro, quenched FRET peptide cleavage | inhibition, % at 6 µM | 290,000 tested, 0.14% active; in the data active = inhibition above about 12%
CCHFV vOTU inh – CCHFV vOTU protease inhibition | Pep-AMC fluorescence | inhibition, % at 11.5 µM | 370,000 tested, 0.55% active; in the data active = inhibition above about 30%; note: 0% = vehicle wells with enzyme and 100% = no enzyme wells
Rv3671c inh – inhibitors of M. tuberculosis serine protease Rv3671c. AID 2606. P9WHR9. inhibition, % at 5.96 µM. 320,000 tested, 0.048% active; in the data active = inhibition above about 38%;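 note: extracellular domain of Rv3671c used as enzyme; 0% = enzyme with DMSO and 100% = no enzyme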
Target sequence (P9WHR9 whole entry, looked up, the tested form may be a part): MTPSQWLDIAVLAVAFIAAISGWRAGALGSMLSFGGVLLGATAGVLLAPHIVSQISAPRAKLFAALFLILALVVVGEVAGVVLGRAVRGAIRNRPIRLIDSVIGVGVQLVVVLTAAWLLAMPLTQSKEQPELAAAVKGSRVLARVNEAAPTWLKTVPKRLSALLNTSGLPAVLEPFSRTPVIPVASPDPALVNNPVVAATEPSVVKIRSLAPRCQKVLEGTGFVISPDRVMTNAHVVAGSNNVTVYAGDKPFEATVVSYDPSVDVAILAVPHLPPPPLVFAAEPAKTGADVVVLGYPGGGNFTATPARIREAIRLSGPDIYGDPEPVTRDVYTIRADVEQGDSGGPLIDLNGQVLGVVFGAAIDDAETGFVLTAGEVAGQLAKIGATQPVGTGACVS
Yp Topo-I inh – blocks Yersinia pestis topoisomerase I activity; Y. pestis Topo-I cleavage product accumulation, plate reader; activity, % at 10 µM; 360,000 tested, 0.064% active; in the data active = activity above about 50%, passing the limit was not always enough; note: inactives centre near 2
An asterisk follows results filed as active; i = inactive; x = not tested or not shown; & = joins results of further samples. A portion of the library (hit frequency here may not be typical).

nr	SMILES	BH1578 lux ind	SARS 3CLpro inh	Yp Topo-I inh	SSB-PriA inh	CCHFV vOTU inh	VHR inh abs	PrPC TRFRET	Rv3671c inh	TcdB GH inh	MazF activator
1	COC(=O)c1ccc(/C=N/n2cnnc2)cc1	i	-1	4	x	4	-21	0	-2	1.0	3
2	Cn1c(SCC(=O)NCc2ccco2)nnc1-c1cccs1	6.7	3	-3	-17	20	-5	-5	2	x	-4
3	O=C(O)c1cccc([N+](=O)[O-])c1C(=O)Nc1nc2ccccc2s1	i	4	-14	-3	8	-7	9	-1	1.6	-5
4	CCCC(=O)Nc1ccc2oc(-c3cccnc3)nc2c1	i	-1	-10	-7	-49	13	2	4	x	-8
5	O=C(c1ccco1)N1CCC(c2ccccc2)C1 (configuration not stated)	-3.6	-4	8	-8	-15	15	-7	-12	x	2
6	CCOC(=O)c1c(NC(=O)COC(=O)Cn2cnc3c2c(=O)n(C)c(=O)n3C)sc(C)c1CC	i	x	1	-20	-5	x	-1	-8	1.1	-6
7	Cc1cccc(NC(=S)N2CCC(N(C)CC3CCCO3)CC2)c1 (configuration not stated)	i	-1	-7	-4	6	14	4	7	2.5	10
8	O=S(=O)(Nc1ccncc1)c1cc(Cl)c(Cl)cc1Cl	i	5	6	-13	-3	22	43*	-1	-0.3	4
9	COc1ccc(CNC(=O)c2cc(-c3ccc(OC)c(OC)c3)on2)cc1	i	3	-10	-2	-11	9	0	-10	x	0
10	CCC1CCCCN1CCCNC(=O)c1ccc2c(c1)c(C)c(C)n2C (configuration not stated)	-0.5	-7	-5	15	11	-2	-2	-16	1.4	11
11	COc1ccc(OC)c(C(c2nnnn2Cc2ccccc2)N2CCN(C)CC2)c1 (configuration not stated)	-2.2	-5	-3	-5	-2	10	-6	-3	x	6
12	COc1ccc(OC)c(NC(=O)C2(C)CCN2Cc2ccc(SC)cc2)c1 (configuration not stated)	-0.5	x	30	x	-4	x	-8	x	0.3	x
13	Cc1ccc(NC(=O)CNC(=O)c2ccc3c(c2)OCO3)nc1	-0.2	-4	1	-3	8	-2	8	1	1.1	5
14	CC(=O)c1cccc(NC(=O)Nc2cnn(Cc3ccc(F)cc3)c2)c1	x	8	x	x	9	10	9	x	1.9	x
15	N/C(=N\c1nc2ccccc2o1)NC(=O)c1ccccc1Br	-0.6	-3	7	x	-4	12	-5	5	1.6	-12
16	Cc1cc(-c2ccccc2)c(C#N)c(N)n1	-1.0	2	-2	-3	-19	11	5	1	x	4
17	COc1ccccc1NC(=O)Cc1noc(CSc2n[nH]c(N)n2)n1	i	3	3	-2	-12	5	4	0	1.3	1
18	Fc1ccc(N2CCN(c3cnc4ccccc4n3)CC2)cc1	0.7	7	21	-11	-6	2	-2	0	0.1	-1
19	O=C(CCC(=O)N1CCOc2ccccc21)NCCCN1CCCCC1	-0.2	-4	2	-6	12	29	3	-3	-11	11
20	Cn1c(=O)c2c(SCC(=O)NCc3ccco3)nc(CC(C)(C)C)nc2n(C)c1=O	-0.6	-5	35	-10	4	9	-5	-3	-0.1	2
21	CCN(CC)S(=O)(=O)c1cccc(-c2cn3cccnc3n2)c1	-0.4	-1	8	2	-221	9	-3	-2	1.5	8
22	COc1cccc(-c2ccnc3[nH]n(-c4ccccc4)c(=O)c23)c1	i	3	-3	0	10	51*	-10	-5	0.8	4
23	COc1ccc(/C=C/C(=O)OCC(=O)NC2CCCC(C)C2C)cc1S(=O)(=O)N1CCOCC1 (configuration not stated)	-0.3	-3	24	-5	4	-3	-8	-2	0.2	6
24	O=C(/C=C/c1cccc([N+](=O)[O-])c1)OCC(=O)N1CCCCC1	-0.3	x	-5	x	4	x	-9	x	2.9	7
25	COc1ccc(OC)c(/C=N\Nc2nccs2)c1	0.1	x	-2	x	5	x	0	3	0.9	10
26	Cc1c(Cl)cccc1NC(=O)CNc1ccccc1F	i	0	-4	-3	8	18	2	-3	x	3
27	COc1cccc(-c2nn3c(-c4cccc(C)c4)nnc3s2)c1	i	7	0	4	17	12	-5	-12	x	3
28	CC(C)=CCN1CCN(Cc2ccc(Oc3ncccn3)cc2)CC1CCO (configuration not stated)	6.7	0	-1	13	0	-5	-1	-2	0.5	12
29	CCOc1ccccc1C(=O)N1c2ccccc2Sc2ccccc21	i	1	32	-9	8	-18	-1	1	x	-2
30	O=C(NCCCN1CCCC1=O)c1ccccc1NS(=O)(=O)c1ccc(Br)cc1	-1.9	1	6	-4	12	8	-6	4	x	0
31	Cc1ccc(Nc2nc(CSc3nnc(-c4cccs4)o3)cs2)cc1	i	3	14	0	9	6	-1	2	x	12
32	CCc1ccc(OC(=O)CN2C(=O)c3ccccc3C2=O)cc1	i	7	10	-9	-1	4	7	-5	2.2	-3
33	COC(=O)\C(C(C)=O)=C(/C=C/C=C/N(C)C)N(C)C	0.6	-3	0	-17	15	14	-3	-13	x	1
34	Cc1ccc2c(CC(=O)NCc3ccco3)coc2c1C	-1.0	5	7	5&-9	9	-7	4	-1	x	3
35	Cc1ccccc1S(=O)(=O)N1C[C@H]2CON(C)[C@H]2C[C@H]1c1cccc(Oc2ccccc2)c1	0.8	x	0	-6	8	x	-3	x	0.2	-2
36	COc1ccc(CCN2C(=O)CSC2c2ccc(F)cc2)cc1 (configuration not stated)	0.6	5	-2	-19	23	10	-2	-2	1.3	-4
37	COc1ccccc1-c1cc(C(F)(F)F)n2ncc(C(=O)N3CCc4ccccc4C3)c2n1	-1.6	5	36	-21	0	34	3	-12	0.2	-3
38	Cc1ccc(NCc2nnc(SCC(=O)O)n2-c2ccc(C)cc2)cc1	-0.1	-3	9	-1	-27	-14	0	4	5.4	3
39	Cc1ccc(Oc2ccc(C(=O)NCc3ccncc3)cc2)cc1	i	0	-5	-6	8	13	18	x	0.7	-13
40	N#Cc1cccc2cnccc12	-0.6	0	-3	-9	13	28	-3	-2	x	-16
41	N#CCCN1CCN(C(=S)c2ccc(-c3cccc(Cl)c3)o2)CC1	-0.7	-4	15	16&25	11	10	2	-14	x	-3
42	Cc1cc(-n2cccn2)ccc1CN1CCN(CC(C)C)C(CCO)C1 (configuration not stated)	-0.3	-4	1	-6	-7	12	-9	-3	0.6	0
43	CCN(CC)c1ccc(S(=O)(=O)N(CC)CC)cc1NC(=O)c1cccnc1	-0.3	2	13	-10	1	3	-1	-1	1.0	4
44	CCOC(=O)N1CCC(=NNC(=O)COc2ccc(OC)cc2)CC1	-0.3	-1	-1	0	1	13	0	3	x	0
45	CCCCNC(=O)C1c2ccccc2Oc2ccccc21	-0.2	2	-11	5	-10	9	-4	0	0.9	1
46	COc1cc(=O)n2c(-c3ccccc3)csc2n1	i	-4	3	-19	-4	33	3	-6	x	-2
47	CNC(=O)c1sc(NCc2ccccc2OC)nc1C	-0.7	0	8	-4	5	25	-5	x	0.2	5
48	CCCNC(=O)NC(=O)COC(=O)c1cccc(NS(=O)(=O)c2ccc(F)c(F)c2)c1	-0.4	-1	6	0	27	5	6	12	3.8	-2
49	Cc1cc(OC(C)C(=O)NCCCN2CCOCC2)ccc1Cl (configuration not stated)	i	5	2	-1	16	50*	-1	-9	-0.7	-2
50	O=C(OCn1nnc2ccccc2c1=O)C1CCCCC1	i	0	-3	-21	5	0	1	6	x	10

Next section.
nr	SMILES	BH1578 lux ind	SARS 3CLpro inh	Yp Topo-I inh	SSB-PriA inh	CCHFV vOTU inh	VHR inh abs	PrPC TRFRET	Rv3671c inh	TcdB GH inh	MazF activator
51	CCc1ccccc1N(CC(=O)NCCSCc1ccco1)S(C)(=O)=O	-6.9	0	8	-3	-4	-32	-2	-4	0.5	10
52	CC1(C)Oc2ccc(NC(=O)c3ccco3)cc2O1	x	0	-2	-5	7	23	1	-5	0.4	2
53	Cc1ccc(CNC(=O)C2CCN(S(=O)(=O)c3cccnc3)CC2)cc1	i	-1	-5	-10	13	21	2	-5	-0.8	7
54	Cc1cc2c(cc1C)NC(c1c(C)n(C)n(-c3ccccc3)c1=O)C1=C(CC(C)(C)CC1=O)N2 (configuration not stated)	i	3	-4	6	4	32	8	-10	x	-28
55	Oc1cccc2cccnc12	-0.3	-3	5	x	-6	16	-2	7	0.9	x
56	CC(C)(C)CNC(=O)c1ccc2c(c1)S(=O)(=O)c1cc(Cl)ccc1C2=O	0.6	x	2	-12	5	x	-14	7	-1.5	6
57	CCOC(=O)N1CCN(C(=O)c2cnn3c(C(F)F)cc(-c4ccc(C)cc4)nc23)CC1	-0.5	-2	12	-10	-8	-8	-4	-4	x	11
58	COc1cc(C(=O)Nc2ccc(C)cc2)c2ccccc2n1	-1.2	-1	-11	6	5	24	10	2	0.7	15
59	CC(C)OC(=O)c1ccc(COc2ccc3ccc(=O)oc3c2)o1	i	4	-3	0	-5	25	4	-2	0.2	4
60	CC(C)CCNC(=O)CCc1nnc2ccc(N3CCC(C)CC3)nn12	i	-6	-1	0	-9	10	-2	-2	0.2	-4
61	O=C(CCCn1c(=O)[nH]c2ccsc2c1=O)N1CCN(c2ccccn2)CC1	-0.4	-3	3	5	2	30	-2	0	x	2
62	CCOc1ccccc1NC(=O)CCn1c(=O)oc2ccccc21	i	-3	-6	-20	0	23	-1	2	x	6
63	CCNc1nc(NCC)n2c(SCC(=O)Nc3ccc(OC(F)F)cc3)nnc2n1	i	x	2	-2&-13	-1	x	0	x	1.5	6
64	Cc1ccc(OCC(=O)OCCN2C(=O)c3ccccc3C2=O)cc1C	0.3	-2	-5	-35	-7	-8	3	-3	-0.1	-7
65	COc1ccc(NC(=O)C(=O)N/N=C\c2ccc(CNC(=O)C(=O)Nc3ccc(C)c(C)c3)o2)c(OC)c1	x	-4	x	x	x	6	x	4	x	-38
66	NS(=O)(=O)c1cccc(NC(=O)C2CC(=O)N(Cc3ccco3)C2)c1 (configuration not stated)	0.1	5	-5	-10	-12	-5	8	6	0.6	3
67	Cc1ccc2oc(Nc3nc(-c4ccccc4)cc(=O)[nH]3)nc2c1	x	0	x	-10	5	70	0	x	-1.0	-8
68	Cc1cc(=O)c2c(o1)CC(C)(C)CC2=O	i	-5	6	3	-17	24	4	-12	0.8	0
69	COc1ccc(/C(C)=N/NC(=O)c2ccc(NS(=O)(=O)c3cccs3)cc2)cc1	i	0	-1	x	-11	0	-2	-4	-0.4	3
70	COc1ccc(OC)c(C2NC(=S)NC(C)=C2C(=O)Nc2ccccn2)c1 (configuration not stated)	0.0	-6	4	-3	7	-4	6	-4	-3.6	8
71	Cc1ccc(-n2c(=O)c3sccc3n(CC(=O)N3CCCC3)c2=O)cc1	-0.5	-4	4	-13	1	19	0	4	x	3
72	Cc1cccc(CC(=O)N2CCN(C(=O)c3ccco3)CC2)c1	i	-2	-2	16	7	33	-5	-1	2.6	6
73	Cc1nc(N)sc1-c1csc(Nc2ccc(Cl)cn2)n1	0.9	4	1	35	-9	13	4	11	-0.2	-6
74	COc1ccc(S(=O)(=O)NNC(=O)c2cc3ccccc3o2)cc1	-0.5	-6	-4	2	10	9	4	-1	-0.4	6
75	COc1cccc(C(C(=O)NCc2ccco2)N(C(=O)Cn2nnc3ccccc32)C2CC2)c1OC (configuration not stated)	i	5	10	-6	12	28	-4	2	x	0
76	CCn1c2ccccc2c2cc(/C=N/n3c(-c4cc(C)[nH]n4)n[nH]c3=S)ccc21	-0.4	4	19	x	-4	16	0	1	2.7	5

Bioassay records: PubChem BioAssay, several laboratories
